High-throughput results deposited in PubChem by several laboratories.
ABCB6 inh MLPCN: inhibitors of human ABC transporter ABCB6; hit rate 0.19% among 360,000; K562-ABCB6 porphyrin accumulation, flow cytometry, 1 h; active compounds read low; fluorescence ratio to DMSO, % at 10 µM; Q9NP58;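 active means fluorescence ratio to DMSO below 75%, the collection mean minus 3 SD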;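 further: signal is porphyrin accumulated inside mitochondria; 100% equals median channel fluorescence of DMSO control wells; lower ratio means ABCB6 inhibition with less porphyrin fluorescence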
MC4R barr agon: human MC4R agonism via beta-arrestin; P32245; U2OS MC4R beta-arrestin complementation, luminescence; percent of melanotan II response, DMSO zero; activation, % at 8.9 µM; hit rate 0.98% among 360,000;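 active means activation above a per-plate cutoff, the mean activation of sample wells on that plate plus 3 SD, cut at about 8% in these data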
Target sequence (P32245 whole entry, looked up): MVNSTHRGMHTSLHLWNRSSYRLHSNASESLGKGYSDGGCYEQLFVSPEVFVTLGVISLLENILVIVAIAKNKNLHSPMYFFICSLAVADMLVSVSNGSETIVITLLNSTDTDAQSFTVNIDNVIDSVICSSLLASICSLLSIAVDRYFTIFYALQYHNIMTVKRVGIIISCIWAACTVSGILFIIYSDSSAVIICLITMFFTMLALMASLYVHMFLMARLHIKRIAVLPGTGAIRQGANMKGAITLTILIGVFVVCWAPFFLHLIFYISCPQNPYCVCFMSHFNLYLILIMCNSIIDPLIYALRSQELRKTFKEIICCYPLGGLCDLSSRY
ABHD5-PLIN5 inh: inhibitors of human ABHD5-perilipin-5 interaction; hit rate 0.78% among 360,000; AID 602281; inhibition, % at 4 µM; Split G. princeps luciferase complementation, luminescence, 4 h;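 active means inhibition above the mean inhibition across every tested compound plus 3 SD, cut at about 22% in these data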;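 further: 0% = DMSO only wells and the 100% control is not disclosed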
HTR2A ag: mouse HTR2A agonism via beta-arrestin recruitment; activation, % at 7.6 µM; P35363; hit rate 0.66% among 360,000; AID 624169; CHO-K1 mHTR2A beta-arrestin complementation, luminescence; percent of 30 µM serotonin response;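 active means activation above a run cutoff, the mean activation of all tested compounds plus 3 SD, cut at about 14% in these data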;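 further: 0% = plate median of compound wells and 100% = 30 µM serotonin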
Target sequence (P35363 whole entry, looked up): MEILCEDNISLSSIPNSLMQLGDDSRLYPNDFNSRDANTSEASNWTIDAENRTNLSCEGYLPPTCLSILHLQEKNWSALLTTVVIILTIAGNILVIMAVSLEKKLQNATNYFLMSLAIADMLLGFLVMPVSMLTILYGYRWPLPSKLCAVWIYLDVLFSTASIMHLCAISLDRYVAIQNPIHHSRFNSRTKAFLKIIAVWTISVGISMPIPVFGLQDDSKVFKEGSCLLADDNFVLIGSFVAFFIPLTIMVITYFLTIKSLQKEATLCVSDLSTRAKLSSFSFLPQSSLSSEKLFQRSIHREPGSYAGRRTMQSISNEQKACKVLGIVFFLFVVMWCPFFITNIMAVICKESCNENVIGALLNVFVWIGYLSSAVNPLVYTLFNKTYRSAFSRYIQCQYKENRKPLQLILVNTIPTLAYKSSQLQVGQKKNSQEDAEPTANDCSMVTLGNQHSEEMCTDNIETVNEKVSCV
H9c2 protect: protects H9c2 cardiomyocytes from peroxide injury | hit rate 0.63% among 360,000 | AID 588492 | protection from H2O2 cell death, % at 20 µM | H2O2 injury protection, ATPLite, 2 h;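 active means compounds giving at least 50% protection of heart cells from peroxide-induced death in the single-dose screen, raw or plate-pattern-corrected value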;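 further: 0% = DMSO wells with peroxide and 100% = DMSO wells without peroxide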
Glyco luc inh: N-linked glycosylation inhibition; D54 ERlucT glycosylation luciferase reporter, 24 h; percent of 100 nM tunicamycin response; reporter increase, % at 12.5 µM; hit rate 0.23% among 360,000; AID 588692;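 active means mean luciferase reporter signal, scaled so untreated is 0 and the glycosylation-blocking control 100, at or above a set limit in every replicate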;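 further: luciferase carries N-glycosylation sites so blocking glycosylation raises the light; 0% = median of neutral control wells and 100% = median of 100 nM tunicamycin wells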
MC4R antag cAMP: human MC4R antagonism in cAMP assay; P32245; MC4R-expressing cells, MTII-stimulated cAMP, LANCE TR-FRET; inhibition, % at 6.5 µM; hit rate 0.48% among 360,000; AID 540295;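 active means inhibition above its plate's cutoff, the mean of tested wells on that plate plus 3 SD, cut at about 29% in these data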;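 further: 0% = Melanotan II alone and 100% = Melanotan II plus saturating MCL0020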
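Assay system: human MC4R-expressing U2OS cells; reagent: Melanotan II stimulation of cells; dosing: 6.5 µM single dose; timing: compound 30 min, challenge 1 h, detection 1 h; signal: TR-FRET cAMP assay; replicates: one well per compound, no replicates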
aDG glyco act: alpha-DG glycosylation activation; hit rate 0.22% among 360,000; activation, % at 10 µM; Pro5-aDG cells, alpha-DG glycosylation AlphaScreen (IIH6); 0% Pro5, 100% B10-LARGE cell signal;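 active means activation of at least 8% versus controls, or a plate z-score of at least 8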;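 further: Pro5 are CHO cells carrying HIG-tagged alpha-DG that lacks glycosylation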
iPSC survival up: increases survival of single human iPS cells; hiPSC single-cell survival, ATPlite luminescence; 100% = ROCK inhibitor wells, 0% = DMSO; survival enhancement, % at 20 µM; hit rate 0.044% among 360,000; AID 602274; in the data active means survival enhancement above about 18%;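 further: cells exposed to compounds for 16 hours before the ATP read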
Exocytosis inh: lytic granule exocytosis inhibition; inhibition, % at 10 µM; TALL-104 LAMP-1 surface exposure, flow cytometry; cells stimulated with thapsigargin and PMA; hit rate 0.66% among 360,000;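 active means inhibition above about 55%, limit read from the data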
* marks the source's active call; other numbers are inactive results; nt = no result given.

SMILES	ABCB6 inh MLPCN	MC4R barr agon	ABHD5-PLIN5 inh	HTR2A ag	H9c2 protect	Glyco luc inh	MC4R antag cAMP	aDG glyco act	iPSC survival up	Exocytosis inh
CC(=O)N1CCCN(Cc2cn(-c3cccc(C)c3)nc2-c2cccc(F)c2)CC1	92	-0.7	9	-2	4	-1	10	-0.1	0.2	-1
CC1CCCC(C)N1C(=O)CSc1nnc(-c2ccco2)n1C (stereo not drawn)	101	0.1	11	4	1	1	0	-0.1	0.8	-2
Cc1ccc(/C=N/NC(=O)c2ccco2)cc1	95	-0.7	0	3	-10	-7	2	0.0	-0.6	2
CC(=O)Oc1cccc(N2C(=O)C3C4C=CC(CC4)C3C2=O)c1 (stereo not drawn)	98	-1.8	-2	8	0	0	-1	0.1	0.9	6
CN(C(=O)c1ccccc1C(=O)c1ccccc1)C1CCS(=O)(=O)C1 (stereo not drawn)	96	1.6	3	6	4	2	11	0.1	-0.6	21
Cc1ccc(Cn2c(SC3CCOC3=O)nc3ccccc3c2=O)cc1 (stereo not drawn)	97	0.8	3	-1	21	-1	-15	-0.2	0.3	4
CCCn1nnnc1NCc1ccccc1Cl	98	-1.5	-3	-7	0	-1	-2	-0.2	0.2	-11
CC1CN(c2nc(-c3ccccc3)nnc2-c2ccccc2)CC(C)O1 (stereo not drawn)	106	1.1	7	-2	4	23	11	-0.2	-3.2	-4
COc1ccc(C(CNC(=O)c2ccc(NS(=O)(=O)c3ccccc3)cc2)N2CCOCC2)cc1 (stereo not drawn)	97	-2.6	-2	-7	1	-1	0	-0.1	1.2	2
COc1cc(OC)cc(C(=O)N[C@H](C(=O)NCc2ccc(F)cc2)C(C)C)c1	98	0.1	-2	1	-6	-2	-5	0.2	1.9	9
CC(=O)Nc1cc(C(=O)N2CCCC2)ccc1S(=O)(=O)c1ccc(Cl)cc1	95	-2.4	5	3	-4	1	5	-0.1	-2.7	-1
COc1ccc(/C=N/NC(=O)Cn2ccnc2C)cc1OC	96	-0.3	9	-1	-1	2	3	-0.1	-0.7	-4
C=CCN=c1sc(C(=O)OC)cc(=O)n1CC=C	101	-0.2	3	1	3	4	13	0.4	0.6	-10
COC(=O)c1cc(NC(=O)c2cc(C)oc2C)cc(C(=O)OC)c1	95	-0.3	4	-5	6	7	1	0.2	-1.1	-2
Cc1cc(NC(=O)c2ccc(F)cc2)n(-c2ccccc2)n1	106	-1.3	0	10	-1	0	4	0.0	0.3	-8
CCc1ccccc1-n1c(SCC(=O)NC)nnc1-c1ccco1	97	-1.0	4	8	2	3	14	-0.1	-0.3	-2
COc1ccc(NC(=O)COC(=O)CC2Sc3ccccc3NC2=O)cc1 (stereo not drawn)	95	-0.2	-2	6	-9	0	8	-0.1	0.7	-2
O=C(/C=C/c1cccc(F)c1)NCc1ccc2c(c1)OCO2	96	1.1	-5	5	0	-2	22	0.2	0.2	3
CCc1nc2c(OCc3cccc(OC)c3)cccn2c1N(C)C(=O)C(C)C	95	1.4	7	0	2	4	-2	0.2	-0.5	10
N#Cc1nc(-c2ccco2)oc1NCCCn1ccnc1	99	-0.1	-4	3	0	0	2	0.0	0.4	0
N#C/C(=C\c1cn(Cc2ccc(C#N)cc2)c2ccccc12)C(=O)NCc1cccs1	100	6.3	-1	10	-4	-5	19	0.1	-0.7	0
COc1ccc(N2C(=S)N=C(Nc3ccccc3)C23CCCCC3)cc1	101	14*	4	-2	-6	0	20	-0.8	-0.7	-1
Cc1cc(OCCCCOc2ccc(C#N)cc2)ccc1[N+](=O)[O-]	101	-0.7	-4	2	-15	0	2	0.4	-0.2	17
O=C(NCCc1cn2ccccc2n1)c1cc(COc2c(F)cccc2F)on1	101	-0.2	0	4	8	1	-5	0.0	-1.2	0
C/C(CCc1ccccc1)=N/NC(=O)C(=O)NC(C)c1ccccc1 (stereo not drawn)	97	-0.3	-2	-2	7	0	5	0.1	-0.2	-8
O=[N+]([O-])c1ccc(-c2cccnc2)cc1	97	1.6	0	0	-1	2	-2	1.1	-2.3	4
CCOc1ccc(C(CC(=O)O)NC(=O)Cc2ccccc2)cc1OC (stereo not drawn)	97	0.8	14	-5	1	3	12	-0.1	0.4	-6
CCCCN(C=O)c1c(CC)nc2ccc(C(=O)NCCc3c[nH]c4ccccc34)cn12	103	1.5	9	-6	18	4	12	0.1	3.1	0
C#CCOCCOCCOCCNc1nc(N2CCN(C(=O)[C@H](CCC(=O)O)n3cc([C@@H](N)[C@H](C)CC)nn3)CC2)nc(N2CCN(C(=O)[C@H](CCC(=O)O)n3cc([C@@H](N)CC(N)=O)nn3)CC2)n1	98	-2.0	-7	1	5	1	6	0.4	-0.2	1
CCN(CC(=O)NCc1ccc(F)cc1)C(=O)CN1CCN(c2cc(Cl)ccc2C)CC1	93	2.8	10	-11	-6	-2	5	0.2	0.7	53
Cc1cc(NC(=O)c2ccc(C)c(C)c2)no1	99	-1.5	-4	2	-8	-5	4	0.0	0.0	-8
NNC(=O)[C@H](Cc1ccccc1)NC(=O)NCCc1ccccc1	96	-1.8	-6	5	-2	0	0	-0.2	-0.3	3
CC(C)(C)c1[nH]ncc1[N+](=O)[O-]	100	-0.3	8	4	0	1	1	0.0	2.0	3
COc1cccc(OCC(=O)Nc2c3c(nn2-c2ccccc2)CS(=O)(=O)C3)c1	105	1.2	1	2	3	2	8	-0.1	-0.1	-2
COC(=O)c1ccc2[nH]cc(CCO)c2c1	101	-1.8	9	1	14	3	3	-0.1	0.2	-9
Cc1cccc(-c2cc(C(=O)Nc3ccc4c(c3)OCCO4)c3ccccc3n2)c1	95	2.2	4	4	2	0	4	-0.5	-2.6	2
CCOC(=S)SCc1cn2cccc(C)c2n1	98	-4.2	-14	-4	-12	0	0	0.3	3.8	0
Cc1ccc(-c2nn(-c3ccccc3)cc2/C=C/C(=O)O)o1	95	0.3	13	12	3	-1	7	-0.3	4.9	2
CN(C)C1(CNC(=O)C2CCC(=O)N(Cc3ccc(Cl)cc3)C2)CCCCC1 (stereo not drawn)	97	-2.0	-1	6	3	1	1	-0.3	-0.3	-1
CCOC(=O)C(C)NC(=O)c1cn(-c2ccc(OC)cc2)c(=O)c2ccccc12 (stereo not drawn)	103	-1.0	-2	3	3	3	7	-0.1	-0.2	-7
CC1(C)CC(=O)C=C(Nc2ccccc2NC(=O)c2cnccn2)C1	86	-1.0	-2	-10	-4	1	7	-0.1	-1.7	2
O=C(Cc1c(F)cccc1Cl)NCC1CCCO1 (stereo not drawn)	100	-1.3	-7	0	5	0	-2	0.0	-0.9	-2
O=C(c1csc2ccccc12)N1CCN(c2ccc(Cl)c(Cl)c2)CC1	101	-1.7	-4	-2	-15	0	-6	3.4	4.1	4
O=C(Nc1cccc2ccccc12)/C(Cl)=C/c1ccccc1	90	2.1	1	-3	-19	-1	0	-0.2	1.1	-15
Cc1ccc(OCC(=O)Nc2ccc3c(c2)CCC3)c([N+](=O)[O-])n1	99	-1.0	1	2	-2	-1	-2	0.1	-0.4	-1
O=c1[nH]cnc2sc3c(c12)CCCC3	94	-0.6	-3	4	20	-5	-4	-0.1	6.7	0
CCCOc1ccc(C(F)(F)F)cc1NC(=O)CN1C(=O)C(=O)N(CC)C1=O	101	0.0	-7	-4	-3	2	8	0.3	0.2	-1
COc1ccc(-n2nc(C(=O)NCC(=O)NC(C)C)c3ccccc3c2=O)cc1	108	1.0	-9	0	0	0	15	-0.1	-0.6	-4
CC(NC(=O)Cc1cccs1)C(c1cccs1)N1CCOCC1 (stereo not drawn)	96	1.6	1	8	3	-1	4	0.3	0.2	-1
CCCC[C@@H]1CN=C(N)N1CCc1cc(C(F)(F)F)cc(C(F)(F)F)c1	103	0.5	3	-8	-7	3	-3	0.1	-3.7	0
O=S(=O)(NCCc1cn2ccccc2n1)c1ccc2c(c1)OCCO2	96	1.2	9	-2	16	3	1	-0.1	-0.2	-1
CCc1nnc(NC(=O)Cc2ccc(OC)c(OC)c2)s1	95	-2.4	-5	10	0	0	2	-0.2	0.4	-2
Nc1nc(N)n(-c2ccccc2)c(=Nc2ccccc2)n1	98	-1.1	9	7	8	2	-5	-0.1	0.0	-6
Cc1cccc(NC(=O)c2cccc(N3C(=O)CCC3=O)c2)c1	87	-2.3	-2	-4	0	1	-4	-0.1	1.4	1
CCN(CC)CCN(C(=O)Cn1nnc(-c2ccc(C)o2)n1)C(C(=O)NC(C)(C)C)c1cccs1 (stereo not drawn)	98	0.0	-1	0	-1	-4	11	0.1	0.1	3
CC(C)CCNC(=O)C(c1cccnc1)N(Cc1ccccc1)C(=O)Cn1nnc2ccccc21 (stereo not drawn)	104	0.9	9	-1	-4	3	2	0.5	1.9	-2
Cc1ccc(N(Cc2cc3ccccc3[nH]c2=O)C(=O)c2ccco2)c(C)c1	101	-0.5	1	-5	1	-2	10	0.0	7.0	8
O=C(Nc1cccnc1)c1cccc(S(=O)(=O)N2CCOCC2)c1	93	-0.4	4	1	-3	-1	1	0.2	-1.1	0
COP(=O)(OC)OC(C(=O)c1ccccc1)c1ccc(Cl)cc1 (stereo not drawn)	nt	nt	-4	0	nt	nt	nt	0.1	nt	1
COc1ccc(S(=O)(=O)N2CCC(C(=O)N3CCc4ccccc4C3)CC2)cc1OC	92	0.8	2	-6	-5	-2	8	0.2	13	-2

Printed as active in MC4R barr agon, of those listed so far:
molecule | ABCB6 inh MLPCN | MC4R barr agon | ABHD5-PLIN5 inh | HTR2A ag | Glyco luc inh | MC4R antag cAMP | aDG glyco act | Exocytosis inh
COc1ccc(N2C(=S)N=C(Nc3ccccc3)C23CCCCC3)cc1 | 101 | 14* | 4 | -2 | 0 | 20 | -0.8 | -1

(listing goes on)
SMILES	ABCB6 inh MLPCN	MC4R barr agon	ABHD5-PLIN5 inh	HTR2A ag	H9c2 protect	Glyco luc inh	MC4R antag cAMP	aDG glyco act	iPSC survival up	Exocytosis inh
CC1(C(=O)NS(=O)(=O)c2cccc(F)c2)CCN1C(=O)CCc1ccccc1 (stereo not drawn)	98	0.5	-1	0	5	2	18	-0.2	-0.6	-2
CCSc1nc2c(c(-c3ccc(C)o3)c1C#N)CCCC2	101	3.2	2	2	-17	-3	13	0.0	-4.1	-2
O=C(NC1CC(=O)N(c2ccc(Cl)cc2)C1)N1CCN(C(=O)c2ccco2)CC1 (stereo not drawn)	97	-1.2	3	2	0	-1	-1	-0.3	0.2	1
Oc1ccc(Cl)cc1N=Cc1sc2ccccc2c1Cl	114	-2.0	-5	0	-16	-5	7	2.1	5.5	-5
O=C(c1ccc(CS(=O)(=O)c2ccc(Br)cc2)o1)N1CCOCC1	108	1.9	-1	-1	2	1	3	-0.3	0.7	-7
